mouse EphA4 binding: inhibitors of EphA4 binding to KYL peptide, primary screen, biochemical, colorimetric, mouse EphA4 (AID 689); inhibition, % at 10 µM, or IC50 in µM where a hit was titrated; actives 0.1% (n = 62,000); Ephrin type-A receptor 4 (Mus musculus); EphA4-AP binding to KYL peptide, pNPP A405; higher % means a stronger effect; in the data active = a potency from the dose series; inactive = the rest, 99 in 100 with inhibition below about 22%
* hit, by the source's call; & = joins results of further samples. Some of the compounds tested. The share of hits here may be higher or lower than overall.

Screening COC(=O)c1cc(C(=O)N2CCOCC2)cc([N+](=O)[O-])c1 returned mouse EphA4 binding -2%.
Screening CC(C)C1O/C(=N/C(=O)Nc2ccc(Cl)c(Cl)c2)NC1=O (centres undefined) returned mouse EphA4 binding 4%.
Screening COc1ccccc1N(CC(=O)NCCSC(C)(C)C)S(C)(=O)=O returned mouse EphA4 binding -2%.
Screening COc1ccc(C(=O)n2cnnc2N)cc1 returned mouse EphA4 binding -9%.
`CC1S/C(=C(\C#N)C(=O)NCc2ccco2)N(c2ccc(F)cc2)C1=O` (centres undefined) gave mouse EphA4 binding -14%.
CC1(C)N=C(c2ccc(Cl)cc2)C(=O)N1 was read as mouse EphA4 binding -15%.
CC(=O)c1c(C)[nH]c(C(=O)CSc2nnc(-c3ccccc3)o2)c1C was read as mouse EphA4 binding -2%.
For Cc1cc(S(=O)(=O)NCc2ccc(S(N)(=O)=O)cc2)c(C)s1 the results were mouse EphA4 binding -12%.
For O=C(Nc1cccc([N+](=O)[O-])c1)C12CC3CC(C1)CC(n1cnc([N+](=O)[O-])n1)(C3)C2 the results were mouse EphA4 binding -11%.
N#Cc1c(N2CCN(C(=O)c3ccccc3Cl)CC2)nc(-c2ccccc2)c2c1CCCC2 was read as mouse EphA4 binding -3%.
`CC(=O)c1ccc(NC(=O)c2ccc3c(c2)OCCO3)cc1` gave mouse EphA4 binding -9%.
CCOC(=O)c1oc2ccc(S(=O)(=O)N3CCC(C)CC3)cc2c1C was read as mouse EphA4 binding -6%.
`C=CCNC(=O)c1onc(CSc2ccc(Cl)cc2)c1C(=O)O` gave mouse EphA4 binding -8%.
For COCCNC(=O)C1CCN(S(=O)(=O)N2CCC3(CC2)OCCO3)CC1 the results were mouse EphA4 binding -1%.
CCc1ccccc1-n1c(SCC(=O)Nc2ccc3c(c2)OCCO3)nc2[nH]ncc2c1=O was read as mouse EphA4 binding -9%.
Screening O=C(c1ccccc1)N(Cc1ccc(F)cc1)C1CCS(=O)(=O)C1 (centres undefined) returned mouse EphA4 binding 2%.
For CCCc1cc(=O)n2[nH]c(-c3ccc(C)cc3)cc2n1 the results were mouse EphA4 binding -8%&-11%.
`NCCOc1ccccc1-c1ccccc1` gave mouse EphA4 binding 3%.
Screening COc1ccc(-c2cn3c(C)c(C(=O)NC(C)C)sc3n2)cc1 returned mouse EphA4 binding 1%.
Screening Cc1ccc(CNCC2CCCO2)o1 (centres undefined) returned mouse EphA4 binding -9%.
Screening COc1ccc(C2Nc3ccccc3C(=O)N2Cc2ccco2)cc1COc1ccc(Cl)cc1 (centres undefined) returned mouse EphA4 binding -8%.
Cc1ccc(/C(O)=C2\C(=O)C(=O)N(c3ccc(O)cc3)C2c2ccccc2)cc1 (centres undefined) was read as mouse EphA4 binding -10%.
`COc1ccccc1N1CCN(C2CCN(S(=O)(=O)c3ccc4ccccc4c3)CC2)CC1` gave mouse EphA4 binding -13%.
`COC(=O)c1[nH]c2cc(OC)ccc2c1NC(=O)CCN1CCN(c2cccc(C)c2C)CC1` gave mouse EphA4 binding -2%.
For O=C(CN1C(=O)COc2ccccc21)N(Cc1ccccc1)Cc1ccccn1 the results were mouse EphA4 binding 2%.
O=C1/C(=C\c2ccc([N+](=O)[O-])cc2)SC(=S)N1c1cccc(C(F)(F)F)c1 was read as mouse EphA4 binding -21%.
`CCN(CC)C(=O)c1ccc(S(=O)(=O)NCc2cccnc2)cc1` gave mouse EphA4 binding -8%.
For COc1ccc(NC(=O)C(=O)NNC(=O)c2cccs2)c(OC)c1 the results were mouse EphA4 binding -7%.
For COc1ccc(OCCNc2cc(N3CCCCC3)ccc2[N+](=O)[O-])cc1 the results were mouse EphA4 binding 22%.
`O=C(NCCC1=CCCCC1)C1CCCN(c2nc3ccccc3o2)C1` (centres undefined) gave mouse EphA4 binding -11%.
Screening O=C1CCC(C(=O)NC2(C(=O)NC3CCCCC3)CCCCC2)N1 (centres undefined) returned mouse EphA4 binding 4%.
For CCN(CC)S(=O)(=O)N1CCC(C(=O)NCc2ccc(C)cc2)CC1 the results were mouse EphA4 binding 7%.
COc1ccc(C2CC(=O)c3cnc(Nc4cc(C)cc(C)c4)nc3C2)cc1 (centres undefined) was read as mouse EphA4 binding -12%.
COc1ccc(CCC(=O)NC2=NCCS2)cc1OC was read as mouse EphA4 binding -12%.
Screening O=C(Nc1ccccc1)Nc1nnc(COc2ccc(F)cc2)s1 returned mouse EphA4 binding 3%.
For Cc1c(N=C2Nc3cccc4cccc2c34)c(=O)n(-c2ccccc2)n1C the results were mouse EphA4 binding -3%.
Screening O/N=C/CCn1c(=S)sc2ccccc21 returned mouse EphA4 binding -22%.
For C=C(C)CSc1ncc(-c2cccc(C(F)(F)F)c2)cn1 the results were mouse EphA4 binding -5%.
`CCN(CC)C(=O)Cn1c(=O)n(-c2ccccc2)c(=O)n1CC(=O)N(CC)CC` gave mouse EphA4 binding 10%.
CC(=O)Nc1c(OC(C)=O)ccc2c(C)cc(=O)oc12 was read as mouse EphA4 binding 1%.
Cc1c(C=O)c2ccccn2c1C(=O)c1ccncc1 was read as mouse EphA4 binding -1%.
For CC(C)(C)CC(=O)NC(=S)NCCc1ccccc1 the results were mouse EphA4 binding -5%.
CCOc1ccccc1-c1nc(-c2ccc(NC(=O)Cc3ccc(OC)cc3)cc2)no1 was read as mouse EphA4 binding -5%.
Screening O=C(NCc1ccc(F)cc1)c1cc(S(=O)(=O)N2CCOCC2)ccc1F returned mouse EphA4 binding -8%.
Screening Cn1c(=O)c2c(nc(CN3CCN(C(=O)c4ccco4)CC3)n2Cc2cccc(Cl)c2)n(C)c1=O returned mouse EphA4 binding -5%.

16 structures from above, arranged by molar mass, ascending.
Cc1c(C=O)c2ccccn2c1C(=O)c1ccncc1 was read as mouse EphA4 binding -1%.
CC(=O)Nc1c(OC(C)=O)ccc2c(C)cc(=O)oc12 was read as mouse EphA4 binding 1%.
For CC(C)(C)CC(=O)NC(=S)NCCc1ccccc1 the results were mouse EphA4 binding -5%.
COc1ccc(CCC(=O)NC2=NCCS2)cc1OC was read as mouse EphA4 binding -12%.
Screening O=C1CCC(C(=O)NC2(C(=O)NC3CCCCC3)CCCCC2)N1 (centres undefined) returned mouse EphA4 binding 4%.
Screening O=C(Nc1ccccc1)Nc1nnc(COc2ccc(F)cc2)s1 returned mouse EphA4 binding 3%.
`CCN(CC)C(=O)c1ccc(S(=O)(=O)NCc2cccnc2)cc1` gave mouse EphA4 binding -8%.
For COc1ccc(NC(=O)C(=O)NNC(=O)c2cccs2)c(OC)c1 the results were mouse EphA4 binding -7%.
`O=C(NCCC1=CCCCC1)C1CCCN(c2nc3ccccc3o2)C1` (centres undefined) gave mouse EphA4 binding -11%.
For Cc1c(N=C2Nc3cccc4cccc2c34)c(=O)n(-c2ccccc2)n1C the results were mouse EphA4 binding -3%.
For CCN(CC)S(=O)(=O)N1CCC(C(=O)NCc2ccc(C)cc2)CC1 the results were mouse EphA4 binding 7%.
For COc1ccc(OCCNc2cc(N3CCCCC3)ccc2[N+](=O)[O-])cc1 the results were mouse EphA4 binding 22%.
COc1ccc(C2CC(=O)c3cnc(Nc4cc(C)cc(C)c4)nc3C2)cc1 (centres undefined) was read as mouse EphA4 binding -12%.
Screening O=C(NCc1ccc(F)cc1)c1cc(S(=O)(=O)N2CCOCC2)ccc1F returned mouse EphA4 binding -8%.
`CCN(CC)C(=O)Cn1c(=O)n(-c2ccccc2)c(=O)n1CC(=O)N(CC)CC` gave mouse EphA4 binding 10%.
Screening Cn1c(=O)c2c(nc(CN3CCN(C(=O)c4ccco4)CC3)n2Cc2cccc(Cl)c2)n(C)c1=O returned mouse EphA4 binding -5%.

Next results.
`Cc1noc(NS(=O)(=O)c2ccc(N/C=C\C(=O)c3ccc4c(c3)OCO4)cc2)c1C` gave mouse EphA4 binding -18%.
CCOC(=O)Cc1csc(NC(=O)Cc2cccs2)n1 was read as mouse EphA4 binding 42%.
For COC(=O)c1cccc(S(=O)(=O)N2CCC(NC(=O)Nc3cccc(F)c3)CC2)c1 the results were mouse EphA4 binding -3%.
O=C(N/N=C\c1ccc(-c2ccc(Cl)c(Cl)c2)o1)C(=O)N1CCCC1 was read as mouse EphA4 binding -1%.
Screening CCOc1ccc(NC(=O)CC2S/C(=N\N=C\c3ccc(O)c(OC)c3)NC2=O)cc1 (centres undefined) returned mouse EphA4 binding -1%.
`CC(=O)Oc1ccc(-c2cccc(C(=O)Nc3ccccc3Cl)c2)cc1` gave mouse EphA4 binding -14%.
`COc1ccc(CNC(=O)C2CCCN(c3nc4ccccc4o3)C2)c(OC)c1` (centres undefined) gave mouse EphA4 binding -17%.
Screening COc1cc(OC)c(C2CC(=O)N3CN(C)CSC3=C2C#N)cc1OC (centres undefined) returned mouse EphA4 binding -2%.
Screening CC/C(=C1/C(=O)CC(C)(C)C(C(=O)OC)C1=O)N1CCCC1 (centres undefined) returned mouse EphA4 binding -18%.
`CC1(C(=O)O)CCC(C(=O)Nc2ccccc2O)C1(C)C` (centres undefined) gave mouse EphA4 binding -2%.
For CSc1nsc(SCC(=O)Nc2ccc(Br)cn2)n1 the results were mouse EphA4 binding 10%.
CC1(C)N=C(N)N=C(N)N1c1ccc(F)cc1F was read as mouse EphA4 binding 5%.
Screening Cc1ccc(NC(=O)CCn2cccc2)cc1C returned mouse EphA4 binding 1%.
COc1ccccc1/C=c1/sc2nc(-c3ccc(Cl)cc3Cl)nn2c1=O was read as mouse EphA4 binding -9%.
`COc1ccccc1C(=O)N/C(=C/c1ccc(Br)cc1)C(=O)NCCO` gave mouse EphA4 binding 18%.
For COC(=O)CCC(=O)Nc1ccc(Cl)c(Cl)c1 the results were mouse EphA4 binding -9%.
Screening COc1cccc(OC)c1C(=O)Nc1ccccc1I returned mouse EphA4 binding -4%.
For CCC1=C(OC(=O)c2ccccc2)C(C)(C)C(c2ccccc2)OC1=O (centres undefined) the results were mouse EphA4 binding -17%.
`CCOc1ccc(OCC)c(NC(=O)C2CCN(S(=O)(=O)c3cccnc3)CC2)c1` gave mouse EphA4 binding -10%.
For O=C(O)c1c(F)c(F)c(F)c(F)c1-c1ccc(Cl)cc1 the results were mouse EphA4 binding -1%.
COc1ccc(C(=O)N2CCCN(C)CC2)cc1S(=O)(=O)N1CCCc2ccccc21 was read as mouse EphA4 binding -10%.
`c1ccc(C2COC(c3cccs3)=N2)cc1` (centres undefined) gave mouse EphA4 binding -11%.
O=C(c1cnc(N2CCN(c3ncccn3)CC2)c2ccccc12)N1CCN(c2ccccn2)CC1 was read as mouse EphA4 binding -10%.
`CCC(C(=O)Nc1cc(C)on1)c1ccccc1` (centres undefined) gave mouse EphA4 binding 0%.
`Cc1ccc(/C=N\NC(=O)c2csnn2)cc1` gave mouse EphA4 binding -8%.
Screening COc1cc(/C=C2/SC(=S)N(CCC(=O)Nc3ccc4c(c3)OCO4)C2=O)cc(OC)c1OC returned mouse EphA4 binding 10%.
`O=C(CN1C(=O)/C(=C/c2cccc(Br)c2)SC1=S)Nc1cccnc1` gave mouse EphA4 binding -7%.
For Cc1cccc2cc(COC(=O)C3CCCCC3)c(=O)[nH]c12 the results were mouse EphA4 binding -10%.
For O=C1c2cccc3cccc(c23)C(=O)N1/N=C/c1cccc([N+](=O)[O-])c1 the results were mouse EphA4 binding 0%.
CC1CCCCC1NC(=O)CSc1nnc(COc2ccccc2Cl)o1 (centres undefined) was read as mouse EphA4 binding 5%.
Screening Cc1ccc(/C=N/NC(=O)Cn2nc(C)c(Br)c2C)o1 returned mouse EphA4 binding -4%.
O=C(c1ccco1)N1CCN(c2nc(-c3ccc(F)cc3)cs2)CC1 was read as mouse EphA4 binding -6%.
Cc1cc(NC(=O)c2cccs2)n(-c2ccccc2)n1 was read as mouse EphA4 binding -11%.
`O=C(CN1C(=O)NC2(CCSC2)C1=O)N1CCN(c2ccc(F)cc2)CC1` (centres undefined) gave mouse EphA4 binding -8%.
CSc1nc(N)nc(-c2cccs2)c1C#N was read as mouse EphA4 binding 1%.
`COc1ccc(NC(=O)Cn2c(=O)n(CC(=O)NCc3ccco3)c(=O)c3ccccc32)cc1` gave mouse EphA4 binding -4%.
`CCN(C(=O)c1cccc(C(=O)N(CC)c2ccccc2C)c1)c1ccccc1C` gave mouse EphA4 binding -12%.
Screening CCCCNC(=O)NNC(=O)c1ccoc1C returned mouse EphA4 binding 18%.
For CCOC(=O)CCCSc1nc2sc3c(c2c(=O)[nH]1)CCC3 the results were mouse EphA4 binding -3%.
For COC(=O)c1c(CSc2ccc(Cl)cc2)noc1C(=O)NCc1ccco1 the results were mouse EphA4 binding 0%.
`O=S(=O)(c1ccc(NCC2CCCCC2)nc1)N1CCOCC1` gave mouse EphA4 binding -4%.
Screening CC1CCc2c(sc(NC(=O)Cn3nc(C(F)(F)F)c4c3CCCCC4)c2C#N)C1 (centres undefined) returned mouse EphA4 binding -9%.
CC(C)c1ccc(OCC(=O)Nc2cccc3c2CCCC3)cc1 was read as mouse EphA4 binding 14%.
`CC1CC(C)CN(C(=O)c2ccccc2Nc2ccc(SC(F)F)cc2)C1` (centres undefined) gave mouse EphA4 binding 12%.
Screening COc1ccccc1C(=O)Nc1cc2ccccc2oc1=O returned mouse EphA4 binding 0%.
For CC(C)CN1C(=O)C(=O)N(CC(=O)NCc2ccc3c(c2)OCO3)C1=O the results were mouse EphA4 binding -7%.
Screening COc1cc(NC(=O)C(c2ccccc2)c2ccccc2)cc(OC)c1 returned mouse EphA4 binding 9%.
Screening CC(=O)N(Cc1cccnc1)Cc1cc2ccc(C)cc2[nH]c1=O returned mouse EphA4 binding -11%.
For CN(C)c1nc(NS(=O)(=O)c2ccc(Cl)cc2)nc(N(C)C)n1 the results were mouse EphA4 binding 18%.
COCC(C)n1c(C)cc(C(=O)CSc2nnc(Nc3ccccc3F)s2)c1C (centres undefined) was read as mouse EphA4 binding -5%.
For CC(C)c1ccc(NC(=O)C(c2ccccc2)N2CCC3(CC2)OCCO3)cc1 (centres undefined) the results were mouse EphA4 binding 5%.
Cc1ccc(NC(=O)N/C=C/c2ccccc2)cc1 was read as mouse EphA4 binding -4%.
For Oc1ccc(/C=C/c2nc(-c3ccccc3O)n(-c3ccccc3)n2)cc1 the results were mouse EphA4 binding -4%.
CCC1CCCCN1Cc1ccc(OC)c(C)c1C (centres undefined) was read as mouse EphA4 binding 0%.
`Cc1ccc(NC(=O)c2ccc(CSc3ccccn3)cc2)cc1` gave mouse EphA4 binding -6%.
